Bioassay records deposited in PubChem BioAssay by several laboratories.
MsrA act: activators of bovine methionine sulfoxide reductase A. purified bovine MsrA, absorbance read-out. activation, % at 10.6 µM. 360,000 compounds, 0.3% hits. AID 602163; in the data active = activation above about 7.5%;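 note: 0% = vehicle and 100% = reference activator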
CSN deneddyl inh: blocks human CSN-mediated cullin deneddylation. Q92905. 360,000 compounds, 0.38% hits. inhibition, % at 12.5 µM. Purified CSN, SCF-Nedd8-OG deneddylation, fluorescence polarization;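 active = pattern-corrected inhibition above about 35%, with an unprinted fluorescence ratio check between 0.5 and 1.5, limit read from the data, passing the limit was not always enough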;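 note: 0% = enzyme with substrate and 100% = substrate without enzyme; some results filed as inactive read as strong as hits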
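Schedule: reaction 90 min, room temperature / Assay system: HEK293T-derived human Csn5 enzyme / Input: Csn5 at 0.24 nM final / Measure: inhibition of Csn5 cleavage, % / Control set: substrate-only high control, full reaction low control / Technique: fluorescence polarization of the substrate / Buffer or medium: Tris/NaCl/DTT buffer, pH 7.5 / Reagent: SCFSkp2-Nedd8OG substrate at 10 nM final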
PABP1 MLLE inh: inhibitors of microRNA-mediated deadenylation, human PABP1 MLLE binding. inhibition, % at 20 µM. GST-MLLE / FITC-PAM2 fluorescence polarization. 360,000 compounds, 0.36% hits. AID 588489; in the data active = inhibition above about 35%, passing the limit was not always enough;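 note: plate controls were DMSO wells with GST-MLLE for no effect and wells lacking GST-MLLE protein for full effect; some results filed as inactive read as strong as hits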
E coli Lon inh: inhibitors of E. coli Lon protease; 360,000 compounds, 0.42% hits; purified E. coli Lon protease, fluorescence polarization; inhibition, % at 7.94 µM; AID 602123; in the data active = inhibition above about 13%, passing the limit was not always enough;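 note: 0% = enzyme with probe and DMSO and 100% = no enzyme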
FAS TE block: inhibitors of human fatty acid synthase thioesterase domain. P49327. recombinant FAS-TE, OMFH fluorogenic substrate, fluorescence endpoint. inhibition, % at 15 µM. 360,000 compounds, 0.67% hits;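 active = compounds whose normalised, plate-corrected inhibition of enzyme fluorescence in the single-dose primary screen is 50% or more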;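 note: 0% = DMSO with enzyme and 100% = substrate without enzyme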
Rpn11 inh: blocks the human proteasome subunit Rpn11 | 360,000 compounds, 0.59% hits | AID 588493 | O00487 | human 26S proteasome, Ub4-pepOG fluorescence polarization; 20S core pre-blocked with epoxomicin | calls only at 20 µM;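 active = inhibition at 20 µM, scaled to each plate's controls, above about 33%, limit read from the data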
Rin1-Abl PPI inh: inhibitors of human Rin1-Abl protein interaction; 360,000 compounds, 0.4% hits; inhibition, % at 7.35 µM; AID 588664; P00519+Q13671; TR-FRET Rin1/Abl binding, biochemical; in the data active = inhibition above about 5%, passing the limit was not always enough
Target sequence (P00519 whole entry, looked up): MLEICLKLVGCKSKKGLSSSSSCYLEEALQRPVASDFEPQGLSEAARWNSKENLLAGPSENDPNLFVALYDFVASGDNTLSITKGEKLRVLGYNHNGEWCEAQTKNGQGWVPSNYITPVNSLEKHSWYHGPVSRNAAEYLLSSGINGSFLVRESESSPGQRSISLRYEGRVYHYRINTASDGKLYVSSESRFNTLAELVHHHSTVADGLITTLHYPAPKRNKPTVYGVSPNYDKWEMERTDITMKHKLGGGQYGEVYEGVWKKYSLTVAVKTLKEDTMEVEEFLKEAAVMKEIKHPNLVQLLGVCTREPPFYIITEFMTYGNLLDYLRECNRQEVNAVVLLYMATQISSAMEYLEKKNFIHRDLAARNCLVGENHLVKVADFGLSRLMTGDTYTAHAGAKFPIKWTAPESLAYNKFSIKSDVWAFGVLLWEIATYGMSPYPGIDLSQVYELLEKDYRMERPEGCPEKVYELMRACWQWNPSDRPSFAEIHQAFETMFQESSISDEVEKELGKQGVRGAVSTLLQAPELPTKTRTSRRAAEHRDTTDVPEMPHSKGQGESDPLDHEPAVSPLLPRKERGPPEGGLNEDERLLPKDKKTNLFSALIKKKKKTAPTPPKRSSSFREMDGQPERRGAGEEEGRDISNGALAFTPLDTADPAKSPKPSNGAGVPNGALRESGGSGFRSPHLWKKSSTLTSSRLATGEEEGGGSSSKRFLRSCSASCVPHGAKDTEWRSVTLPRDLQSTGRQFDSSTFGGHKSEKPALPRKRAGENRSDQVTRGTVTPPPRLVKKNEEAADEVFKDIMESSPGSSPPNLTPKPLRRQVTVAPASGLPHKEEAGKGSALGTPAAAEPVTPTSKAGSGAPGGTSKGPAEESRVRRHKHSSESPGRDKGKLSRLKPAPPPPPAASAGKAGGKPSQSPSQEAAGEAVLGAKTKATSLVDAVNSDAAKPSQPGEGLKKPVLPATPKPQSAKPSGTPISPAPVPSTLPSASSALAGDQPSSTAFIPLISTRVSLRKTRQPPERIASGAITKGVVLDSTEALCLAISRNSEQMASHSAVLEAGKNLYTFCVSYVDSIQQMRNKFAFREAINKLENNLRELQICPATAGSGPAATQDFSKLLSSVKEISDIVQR
Target sequence (Q13671 whole entry, looked up): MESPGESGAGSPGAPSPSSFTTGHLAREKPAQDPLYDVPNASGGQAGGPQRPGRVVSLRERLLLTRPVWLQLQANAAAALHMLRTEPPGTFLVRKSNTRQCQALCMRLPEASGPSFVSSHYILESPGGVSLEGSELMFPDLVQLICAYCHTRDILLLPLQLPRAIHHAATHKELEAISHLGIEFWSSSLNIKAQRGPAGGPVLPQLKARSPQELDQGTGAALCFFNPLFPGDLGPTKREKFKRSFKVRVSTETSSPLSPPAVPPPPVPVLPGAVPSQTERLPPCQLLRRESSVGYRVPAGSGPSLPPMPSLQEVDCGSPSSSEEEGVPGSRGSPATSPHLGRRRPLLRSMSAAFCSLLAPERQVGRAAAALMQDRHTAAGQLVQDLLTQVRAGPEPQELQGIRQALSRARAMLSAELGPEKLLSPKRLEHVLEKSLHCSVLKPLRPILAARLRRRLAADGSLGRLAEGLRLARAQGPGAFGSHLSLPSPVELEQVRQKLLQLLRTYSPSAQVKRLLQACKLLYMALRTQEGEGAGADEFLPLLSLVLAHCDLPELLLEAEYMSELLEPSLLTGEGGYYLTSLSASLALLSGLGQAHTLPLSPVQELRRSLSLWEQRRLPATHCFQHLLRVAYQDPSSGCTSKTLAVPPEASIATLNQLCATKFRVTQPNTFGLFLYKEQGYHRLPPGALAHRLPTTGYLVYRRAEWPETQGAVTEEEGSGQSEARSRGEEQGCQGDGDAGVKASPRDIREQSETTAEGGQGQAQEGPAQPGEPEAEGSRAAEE
MsrA inh: inhibits bovine methionine sulfoxide reductase A | purified bovine MsrA, absorbance read-out | 360,000 compounds, 0.75% hits | AID 651718 | inhibition, % at 15.5 µM; in the data active = inhibition above about 4.5%;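 note: 0% = vehicle wells with enzyme and 100% = reference inhibitor wells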
MT1-MMP act inh: MT1-MMP (human) activation inhibition. HT1080 RFP-PRO-GFP cells, GFP/RFP ratio fluorescence, overnight; percent of plate control window, DMSO zero. GFP/RFP ratio change, % at 20 µM. 360,000 compounds, 0.061% hits. P50281;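 active = GFP/RFP ratio change of at least 30% with cell ATP level not reduced by more than half and red fluorescence within 50% of control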; note: strong numbers were not always called active
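Read-out: GFP/RFP fluorescence ratio; Test system: RFP-PRO-GFP reporter HT1080 cells; Compound dosing: single-point 20 µM compound, 1% DMSO; Times: overnight compound exposure at 37 °C.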
An asterisk follows results filed as active. Outcome played no part in choosing rows (roughly 3.7% active in at least one column).

For CCOc1ccc(NS(=O)(=O)c2ccc(C(=O)NCC(C)(C)N3CCOCC3)cc2)cc1 the results were MsrA act 6, CSN deneddyl inh -4, PABP1 MLLE inh 8, E coli Lon inh 7, FAS TE block -4, Rpn11 inh inactive, Rin1-Abl PPI inh 2, MsrA inh 0.3 and MT1-MMP act inh -4.
O=C(NCc1ccccc1)C(c1c(F)cccc1Cl)N(C(=O)c1csnn1)C1CC1 (centres undefined) was read as MsrA act -2, CSN deneddyl inh 3, PABP1 MLLE inh 18, E coli Lon inh -3, FAS TE block 4, Rpn11 inh inactive, Rin1-Abl PPI inh 0, MsrA inh 0.0 and MT1-MMP act inh -6.
For CC(=O)Nc1cccc(/C(C)=N/NC(=O)c2cc(-c3ccncc3)nc3ccccc23)c1 the results were MsrA act -2, CSN deneddyl inh 5, PABP1 MLLE inh 1, E coli Lon inh -2, FAS TE block -4, Rpn11 inh inactive, Rin1-Abl PPI inh -3, MsrA inh 1.2 and MT1-MMP act inh 1.
For O=C(NCC1CCCO1)c1ccc(CS(=O)(=O)c2ccc(Br)cc2)o1 (centres undefined) the results were MsrA act 1, CSN deneddyl inh 2, PABP1 MLLE inh 0, E coli Lon inh 3, FAS TE block -1, Rpn11 inh inactive, Rin1-Abl PPI inh 2, MsrA inh 1.2 and MT1-MMP act inh 2.
c1ccc(-c2nc(NCCCN3CCOCC3)c3ccccc3n2)cc1 was read as MsrA act -2, CSN deneddyl inh -5, PABP1 MLLE inh 8, E coli Lon inh -4, FAS TE block -7, Rpn11 inh inactive, Rin1-Abl PPI inh -2, MsrA inh 1.3 and MT1-MMP act inh -3.
`O=C(NCC1CCCO1)C(c1cccnc1)N(C(=O)Cc1cccs1)c1cccnc1` (centres undefined) gave MsrA act 0, CSN deneddyl inh 4, PABP1 MLLE inh 3, E coli Lon inh 0, FAS TE block -9, Rpn11 inh inactive, Rin1-Abl PPI inh 0, MsrA inh 1.7 and MT1-MMP act inh -2.
Cc1cccc(NC(=O)C2CCN(S(=O)(=O)c3c(C)nn(C)c3C)CC2)n1 was read as MsrA act -8, CSN deneddyl inh 2, PABP1 MLLE inh -13, E coli Lon inh -2, FAS TE block -1, Rpn11 inh inactive, Rin1-Abl PPI inh 4, MsrA inh -0.9 and MT1-MMP act inh 0.
Screening Cc1ccccc1C(=O)Nc1ccccn1 returned MsrA act -3, CSN deneddyl inh -4, PABP1 MLLE inh 2, E coli Lon inh -3, FAS TE block -7, Rpn11 inh inactive, Rin1-Abl PPI inh 1, MsrA inh 0.8 and MT1-MMP act inh 3.
`CNC(=O)CN(c1ccc(OC)cc1)S(=O)(=O)c1ccc(F)cc1` gave MsrA act 1, CSN deneddyl inh -3, PABP1 MLLE inh 0, E coli Lon inh 7, FAS TE block -1, Rpn11 inh inactive, Rin1-Abl PPI inh -5, MsrA inh 0.4 and MT1-MMP act inh 1.
Cc1ccc(-n2ncc3c(N4CCCC(C)C4)ncnc32)c(C)c1 (centres undefined) was read as MsrA act -2, CSN deneddyl inh 1, PABP1 MLLE inh 2, E coli Lon inh -8, FAS TE block 1, Rpn11 inh inactive, Rin1-Abl PPI inh 4, MsrA inh -0.3 and MT1-MMP act inh -4.
`CC1(C)CC2CC(C)(CN2C(=S)NC(=O)c2ccccc2Cl)C1` (centres undefined) gave MsrA act -5, CSN deneddyl inh -3, PABP1 MLLE inh 28, E coli Lon inh 1, FAS TE block -4, Rpn11 inh inactive, Rin1-Abl PPI inh 1, MsrA inh -0.5 and MT1-MMP act inh 3.
For Cc1ccc(S(=O)(=O)N2CCN(c3ccnc4cc(Cl)ccc34)CC2)cc1C the results were MsrA act 0, CSN deneddyl inh -2, PABP1 MLLE inh 3, E coli Lon inh 10, FAS TE block 46, Rpn11 inh inactive, Rin1-Abl PPI inh -3, MsrA inh 0.6 and MT1-MMP act inh 2.
For CCC(=O)Nc1ccc(C(=O)N/N=C/c2ccccc2[N+](=O)[O-])cc1 the results were MsrA act -1, CSN deneddyl inh 1, PABP1 MLLE inh -26, E coli Lon inh -12, FAS TE block -4, Rpn11 inh inactive, Rin1-Abl PPI inh -1, MsrA inh 2.1 and MT1-MMP act inh 1.
For COc1ccc(NC(=O)N2CCCC2C(=O)NCc2ccccc2Cl)cc1 (centres undefined) the results were MsrA act -2, CSN deneddyl inh 3, PABP1 MLLE inh 7, E coli Lon inh 11, FAS TE block -2, Rpn11 inh inactive, Rin1-Abl PPI inh -1, MsrA inh -0.4 and MT1-MMP act inh -3.
Screening CCc1nnc(NC(=O)C2CCCN(S(=O)(=O)c3ccccc3)C2)s1 (centres undefined) returned MsrA act -1, CSN deneddyl inh 4, PABP1 MLLE inh -2, E coli Lon inh 7, FAS TE block -2, Rpn11 inh inactive, Rin1-Abl PPI inh -1, MsrA inh 1.7 and MT1-MMP act inh 2.
Screening COc1ccc(S(=O)(=O)/N=C2/C=CC(=O)C(C)=C2C)cc1 returned MsrA act 0, CSN deneddyl inh 3, PABP1 MLLE inh 24, E coli Lon inh -3, FAS TE block 0, Rpn11 inh inactive, Rin1-Abl PPI inh -3 and MT1-MMP act inh -5.
Screening Nc1cc(=O)[nH]c(SCC(=O)N2CCN(S(=O)(=O)c3ccc4ccccc4c3)CC2)n1 returned MsrA act 0, CSN deneddyl inh -7, PABP1 MLLE inh 19, E coli Lon inh -5, FAS TE block 3, Rpn11 inh inactive, Rin1-Abl PPI inh 0, MsrA inh 0.7 and MT1-MMP act inh 1.
`CCCCCCCCCCCCCCCCn1cc[n+](CC(C)=O)c1` gave MsrA act 1, CSN deneddyl inh 11, PABP1 MLLE inh -30, E coli Lon inh 2, FAS TE block -99, Rpn11 inh inactive, Rin1-Abl PPI inh 1 and MT1-MMP act inh -18.
For Cc1nc(-c2ccccc2)nc2[nH]ccc(=O)c12 the results were MsrA act -4, CSN deneddyl inh 0, PABP1 MLLE inh -7, E coli Lon inh -3, FAS TE block -2, Rpn11 inh inactive, Rin1-Abl PPI inh 1, MsrA inh 0.0 and MT1-MMP act inh 3.
For O=C(c1cccc(S(=O)(=O)N2CCCC2)c1)N1CCCC(C(F)(F)F)C1 (centres undefined) the results were MsrA act 0, CSN deneddyl inh -7, PABP1 MLLE inh 10, E coli Lon inh -12, FAS TE block -3, Rpn11 inh inactive, Rin1-Abl PPI inh 1, MsrA inh -0.8 and MT1-MMP act inh 1.
`O=C(NCc1ccccc1Cl)c1ccc2nc([C@H]3C[C@H](O)[C@@H](CO)O3)[nH]c2c1` gave MsrA act -3, CSN deneddyl inh 5, PABP1 MLLE inh 0, E coli Lon inh -1, FAS TE block -7, Rpn11 inh inactive, Rin1-Abl PPI inh 0 and MT1-MMP act inh 4.
Cc1ccc(SCCN2C(=O)NC(C)(C)C2=O)cc1 was read as MsrA act -5, CSN deneddyl inh 2, PABP1 MLLE inh -4, E coli Lon inh -9, FAS TE block -7, Rpn11 inh inactive, Rin1-Abl PPI inh -1, MsrA inh 1.2 and MT1-MMP act inh 1.
CS(=O)(=O)c1ccc(Cl)c(NC(=O)CCc2ccccc2)c1 was read as MsrA act -2, CSN deneddyl inh -4, PABP1 MLLE inh -21, E coli Lon inh 1, FAS TE block 0, Rpn11 inh inactive, Rin1-Abl PPI inh -2, MsrA inh -0.4 and MT1-MMP act inh -1.
Screening CCOC(=O)CCCCC(=O)c1[nH]c(=O)[nH]c1CSc1nc(-c2ccccc2)c(C#N)c(=O)[nH]1 returned MsrA act -12, CSN deneddyl inh 1, PABP1 MLLE inh 40*, E coli Lon inh -8, FAS TE block -2, Rpn11 inh inactive, Rin1-Abl PPI inh 61*, MsrA inh 0.3 and MT1-MMP act inh -9.
For COc1ccnc(CSC(N)=Nc2ccc(F)cc2)c1 the results were MsrA act -1, CSN deneddyl inh -4, PABP1 MLLE inh 19, E coli Lon inh 0, FAS TE block -17, Rpn11 inh inactive, Rin1-Abl PPI inh -4, MsrA inh 3.1 and MT1-MMP act inh -5.
Screening COc1ccccc1OCCC(=O)OCCN1C(=O)c2ccccc2C1=O returned MsrA act 1, CSN deneddyl inh 0, PABP1 MLLE inh 1, E coli Lon inh -2, FAS TE block -3, Rpn11 inh inactive, Rin1-Abl PPI inh 1, MsrA inh -0.4 and MT1-MMP act inh 8.
CCn1nnc(-c2ccc(N)cc2)n1 was read as MsrA act -2, CSN deneddyl inh 3, PABP1 MLLE inh 6, E coli Lon inh -2, FAS TE block -10, Rpn11 inh inactive, Rin1-Abl PPI inh 0, MsrA inh -0.1 and MT1-MMP act inh 0.
`CCCCOCC1CN(c2ccccc2)C(=O)CS1` (centres undefined) gave MsrA act -1, CSN deneddyl inh -3, PABP1 MLLE inh 11, E coli Lon inh 1, FAS TE block -4, Rpn11 inh inactive, Rin1-Abl PPI inh 7, MsrA inh -0.4 and MT1-MMP act inh -5.
For C=CCO/N=C(/C)c1ccc(Oc2cnccn2)cc1 the results were MsrA act 2, CSN deneddyl inh 0, PABP1 MLLE inh 2, E coli Lon inh 1, FAS TE block -6, Rpn11 inh inactive, Rin1-Abl PPI inh 3, MsrA inh -0.8 and MT1-MMP act inh 1.
For COc1ccc(C(=O)C2CCCN(C(=O)c3cccc(N(C)C)c3)C2)cc1OC (centres undefined) the results were MsrA act -3, CSN deneddyl inh -2, PABP1 MLLE inh 5, E coli Lon inh -1, FAS TE block -6, Rpn11 inh inactive, Rin1-Abl PPI inh -5, MsrA inh -0.3 and MT1-MMP act inh 1.
Screening O=C1NC(c2ccc(-c3ccccc3[N+](=O)[O-])o2)C(C(=O)c2ccc(Cl)cc2)C(O)(C(F)(F)F)N1 (centres undefined) returned MsrA act -4, CSN deneddyl inh 1, PABP1 MLLE inh 6, E coli Lon inh -1, FAS TE block 30, Rpn11 inh inactive, Rin1-Abl PPI inh 0, MsrA inh 0.0 and MT1-MMP act inh 4.
COc1cccc(CNc2nc3cc(-c4ccc(OC)cc4C)sc3c(=O)n2C)c1 was read as MsrA act -1, CSN deneddyl inh -3, PABP1 MLLE inh -1, E coli Lon inh 2, FAS TE block 18, Rpn11 inh inactive, Rin1-Abl PPI inh -9, MsrA inh 2.0 and MT1-MMP act inh -5.
C=Cn1c(C(=O)O)ccc1-c1ccc(CC)cc1 was read as MsrA act -3, CSN deneddyl inh 1, PABP1 MLLE inh -14, E coli Lon inh 0, FAS TE block -4, Rpn11 inh inactive, Rin1-Abl PPI inh 2, MsrA inh -1.7 and MT1-MMP act inh -5.
CC(=O)c1ccc(NC(=O)C2C3CCC(C3)C2C(=O)O)cc1 (centres undefined) was read as MsrA act -4, CSN deneddyl inh -3, PABP1 MLLE inh 8, E coli Lon inh 3, FAS TE block -4, Rpn11 inh inactive, Rin1-Abl PPI inh 1, MsrA inh 0.1 and MT1-MMP act inh -2.
`O=c1c2c([nH]c3ccccc13)CCCC2` gave MsrA act -2, CSN deneddyl inh -2, PABP1 MLLE inh -3, E coli Lon inh 0, FAS TE block -6, Rpn11 inh inactive, Rin1-Abl PPI inh 2, MsrA inh 1.2 and MT1-MMP act inh 2.
